NPR2 activator: GC-B (human) receptor activation. P20594. HEK293-GC-B cells, CNP EC30, cGMP TR-FRET; 0% at EC30 CNP, 100% saturating CNP. activation, % at 10 µM. 370,000 compounds, 0.11% hits. AID 1920062;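 active = activation at 10 µM reaching about 35% in either raw or pattern-adjusted values, limit read from the data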
GAA850 FXN act: frataxin GAA850 promoter activation; 360,000 compounds, 0.56% hits; activation, % at 6 µM; AID 540364; HEK293 lucGAA850 FXN promoter luciferase reporter, 24 h; percent of 10 µM SAHA response;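 active = activation above the average of all compounds screened plus 3 SD, cutoff fixed separately per campaign, cut at about 7.5% in these data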;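 also: 0% = DMSO wells and 100% = 10 µM SAHA wells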
rCAG binder: molecules binding r(CAG) RNA repeats; inhibition, % at 3 µM; r(CAG) RNA repeat, TO-PRO-1 dye displacement fluorescence; 370,000 compounds, 1.3% hits;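 active = inhibition above the plate cutoff, the mean of all test compounds on that plate plus 3 SD, cut at about 35% in these data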;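 also: 0% = DMSO alone and 100% = 100 µM mitoxantrone as full dye displacement; higher means more dye released from RNA so lower well fluorescence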
ASAP1 GAP inh: blocks human ASAP1-stimulated Arf1 GTP hydrolysis; Q9ULH1; GDP FP detection; inhibition, % at 16.5 µM; 360,000 compounds, 0.19% hits; AID 624377; in the data active = inhibition above about 25%;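 also: 0% = vehicle with enzyme and substrate and 100% = no enzyme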
Target sequence (Q9ULH1 325-724 limits assumed): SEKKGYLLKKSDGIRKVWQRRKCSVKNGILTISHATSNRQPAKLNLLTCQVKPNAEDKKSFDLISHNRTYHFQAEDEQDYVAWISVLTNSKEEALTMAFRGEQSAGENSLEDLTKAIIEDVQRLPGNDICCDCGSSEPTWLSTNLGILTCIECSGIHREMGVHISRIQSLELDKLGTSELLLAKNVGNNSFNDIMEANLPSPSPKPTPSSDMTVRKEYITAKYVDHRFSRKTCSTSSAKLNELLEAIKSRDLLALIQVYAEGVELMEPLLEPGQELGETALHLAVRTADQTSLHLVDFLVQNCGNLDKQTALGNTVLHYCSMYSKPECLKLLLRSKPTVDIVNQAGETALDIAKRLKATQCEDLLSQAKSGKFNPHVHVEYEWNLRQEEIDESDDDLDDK
ARFGAP1 inhibitor: inhibits rat ARF GTPase activating protein 1; AID 651572; 360,000 compounds, 0.26% hits; inhibition, % at 16.5 µM; Q62848; Arfgap1-stimulated ARF1 GTP hydrolysis, GDP FP detection;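 active = inhibition above a per-plate limit, mean inhibition of low control wells plus 3 SD, cut at about 25% in these data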;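 also: 0% = DMSO wells with enzyme and 100% = wells lacking Arfgap1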
Target sequence (Q62848 1-136 limits assumed): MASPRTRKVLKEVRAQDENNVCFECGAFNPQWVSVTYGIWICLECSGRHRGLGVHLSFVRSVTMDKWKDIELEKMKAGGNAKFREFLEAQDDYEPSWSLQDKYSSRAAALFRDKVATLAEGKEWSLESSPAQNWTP
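System: truncated rat Arfgap1 GAP domain / Medium: HEPES-based buffer, pH 7.5 / Also added: N-terminally truncated human ARF1-GTP substrate / Incubation: enzyme reaction 120 min at 25 °C after 20 min preincubation / Measured by: FP of antibody-bound GDP Alexa 633 tracer, ex 620/em 688 nm / Replicates: singlicate, each compound tested once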
NPR1 activator: GC-A (human) enzyme activation | activation, % at 10 µM | 370,000 compounds, 0.14% hits | P16066 | HEK293 GC-A cells, cGMP TR-FRET, EC30 ANP; 0% at EC30 ANP, 100% saturating ANP; in the data active = activation above about 40%
ADAM10 inh: ADAM10 inhibition, QFRET primary screen; O14672; recombinant ADAM10, EDANS/DABCYL FRET peptide cleavage, 3 h; inhibition, % at 7 µM; 370,000 compounds, 0.62% hits; AID 720582;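 active = inhibition above a per-campaign cutoff equal to the mean of compounds falling between control-based bounds plus 3 SD, cut at about 20% in these data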;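 also: 0% = DMSO wells while the 100% control is not disclosed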
Tn6 DDE FP: disrupts Tn6 cyclic peptide binding to fibrin D-Dimer-E complex. P02675. Fibrin DD(E) TRITC-Tn6 fluorescence polarization displacement. inhibition, % at 8.3 µM. 370,000 compounds, 0.21% hits. AID 720509;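 active = inhibition above a per-campaign cutoff: mean of compounds within control limits plus 3 SD, cut at about 15% in these data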;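 also: 0% = median of all compound wells on the plate and 100% = blocking peptide control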
KLK7 zymogen act: activators of human kallikrein-7 zymogen; purified proKLK7, EDANS-DABCYL substrate fluorescence; 100% is mature enzyme control, 0% vehicle; activation, % at 7 µM; 370,000 compounds, 0.9% hits; AID 652039;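 active = activation above the mean of all tested compounds plus 3 SD, computed per campaign excluding outliers beyond control limits, cut at about 13% in these data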
Target sequence (P49862 whole entry, looked up): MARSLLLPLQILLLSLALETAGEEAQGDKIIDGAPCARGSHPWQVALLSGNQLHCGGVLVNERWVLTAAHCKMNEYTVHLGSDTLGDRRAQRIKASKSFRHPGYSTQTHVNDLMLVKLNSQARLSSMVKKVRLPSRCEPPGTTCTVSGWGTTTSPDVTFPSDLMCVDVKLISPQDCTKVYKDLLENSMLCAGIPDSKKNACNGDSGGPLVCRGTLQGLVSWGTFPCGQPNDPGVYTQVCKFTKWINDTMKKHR
HGIII-sPLA2 inh: Inhibits HGIII-sPLA2 liposome hydrolysis, primary screen. QFRET BODIPY PC-A2 liposome hydrolysis, fluorescence. inhibition, % at 12.2 µM. 370,000 compounds, 0.56% hits. AID 743126;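 active = inhibition above mean plus 3 SD of compounds lying within the high and low control bounds, cut at about 19% in these data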;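 also: 0% = median of test compound wells and 100% = no enzyme DMSO wells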
An asterisk follows results filed as active; . = not tested or not shown. Not a hit list. Share with any hit: about 4.5%.

SMILES	NPR2 activator	GAA850 FXN act	rCAG binder	ASAP1 GAP inh	ARFGAP1 inhibitor	NPR1 activator	ADAM10 inh	Tn6 DDE FP	KLK7 zymogen act	HGIII-sPLA2 inh
CCN(C[C@H]1N[C@@](CC)(C(=O)OC)[C@H]2C(=O)N(C)C(=O)[C@@H]12)C(=O)c1ccc(C(C)(C)C)cc1	-4	1.4	-1	7	2	0	-6	-8	0.9	-2
CCCNC(=O)c1cc(C2CCCCN2C(=O)c2cc(OC)c(C)c(OC)c2)on1 (stereo not drawn)	3	-0.3	-1	-17	-4	-1	2	-6	-0.2	-6
Cc1ccc(O)c(NC(=O)CSc2n[nH]c(C)c2[N+](=O)[O-])c1	-3	2.3	7	4	-4	1	3	-1	-0.5	-27
O=[N+]([O-])c1c(Nc2cccc(O)c2)cc(Cl)c2nonc12	37*	0.9	9	6	-2	14	2	-8	0.0	-18
CCOc1ccccc1CN1CCCC(C(=O)c2ccc(OC)c(OC)c2)C1 (stereo not drawn)	-3	-1.0	-7	-1	12	-12	1	2	0.1	-5
O=c1[nH]c(=S)[nH]c2c1C(c1ccccc1)OC(C1CCCCC1)C2 (stereo not drawn)	-4	.	6	6	0	2	-7	3	-0.2	7
COc1ccc(NC(=O)c2cccc(S(=O)(=O)N3CCCCC3)c2)c(OC)c1	-3	-0.1	-3	3	-3	2	-1	1	0.1	-6
CCC1(c2ccccc2)NC(=S)N(c2ccc(C)cc2)N1 (stereo not drawn)	-4	1.9	3	7	3	-5	7	1	-0.3	10
COc1ccc(N(CC(=O)NCC2CCCO2)S(=O)(=O)c2ccccc2)cc1OC (stereo not drawn)	0	-1.7	0	1	7	-3	5	-12	0.1	4
COCc1nnc(NC(=O)c2ccco2)s1	3	0.2	-2	-5	6	-3	-14	6	-0.4	1
Cc1cc(=O)[nH]c(SCc2ccc(Cl)cc2Cl)n1	2	0.6	1	3	8	0	1	-2	0.4	-7
CCCCOC(=O)C(C)Sc1n[nH]c(=O)[nH]c1=O (stereo not drawn)	0	1.3	1	-9	-6	3	0	5	0.2	-1
C/C(=N\NC(=O)c1ccn(C)n1)c1ccc(NC(=O)C2CCCC2)cc1	-4	3.2	-3	0	7	-4	-4	0	0.1	11
COc1cc(/C=N/NC(=O)C2C3CCCCC32C)cc(Br)c1O (stereo not drawn)	-2	0.5	6	-8	-1	-5	-194	-5	-3.5	2
O=C1NC(=O)C2(COC(c3ccncc3)OC2)S1 (stereo not drawn)	0	1.8	0	-17	-5	6	-3	-8	0.3	-1
S=C(NCCc1ccccc1)N1CCN(Cc2ccc(Cl)c(Cl)c2)CC1	-5	2.8	-2	6	-3	0	5	-5	0.9	17
CCOC(=O)C1(CCOc2ccccc2)CCN(Cc2ccc(C#CCCO)cc2)CC1	5	-1.6	-9	-7	6	0	18	-2	1.0	-23
CCn1cc(C(=O)N[C@@H](CCSC)C(=O)NCCOC)c(=O)c2cc3c(cc21)OCO3	-3	0.3	-3	14	7	3	-23	3	0.3	1
CCOC(=O)c1cnc2c(Cl)cc(Cl)cc2c1NCCCN1CCOCC1	-5	0.2	-2	5	3	1	-4	4	-3.9	13
CCC(Oc1nc2ccccc2nc1-c1ccccc1NC(C)=O)C(=O)c1ccccc1 (stereo not drawn)	-2	-3.9	-3	3	-15	-7	-4	0	0.2	-4
Cc1ccc(C(=O)OCC(=O)NCCc2ccc(S(N)(=O)=O)cc2)o1	1	1.5	4	3	-7	2	0	-1	0.1	-8
COc1ccc2[nH]c(=O)c(CN(CC3CCCO3)C(=S)Nc3cccc(C)c3)cc2c1 (stereo not drawn)	-8	-0.4	5	-2	2	-3	-77	6	-0.3	4
O=C(O)C1CCCCC1C(=O)NCCC(c1ccccc1)c1ccccc1 (stereo not drawn)	0	-0.4	4	1	1	-5	-14	-4	-0.1	14
COc1ccc(CCNC(=O)c2ccc(CS(=O)(=O)c3ccc(Cl)cc3)o2)cc1OC	1	-3.4	-2	0	-15	1	8	0	-0.2	-8
O=C(NCc1ccco1)Nc1ccc(Br)cc1	-7	2.6	-1	9	-8	-1	13	-5	0.2	-3
O=C(CN1CCCCCCC1)N/N=C/c1ccc([N+](=O)[O-])o1	-1	2.4	1	12	9	-4	6	-3	0.3	2
CCOc1ccccc1C(=O)N[C@H](C(=O)Nc1nc2c(s1)CCCC2)C(C)C	0	1.0	-2	-12	7	-4	12	0	-0.6	-13
CC(=O)OCc1cc(-c2nn(C)c(=O)c3ccccc23)ccc1C	-2	0.2	-5	-2	-14	-1	-3	-2	-0.1	-2
Cc1ccc(C2=Nc3ccccc3N=C(c3ccco3)C2)c(O)c1	2	0.3	4	-2	-8	-10	-10	11	-0.2	4
COc1ccccc1N1CCN(C(=O)CCC(=O)N2CCN(c3ccc(F)cc3)CC2)CC1	1	-1.4	-9	-8	0	2	-4	13	0.0	12
Cc1ccccc1OCc1nc(-c2ccc(Br)o2)no1	-2	0.7	1	-4	0	-1	-6	5	-0.6	0
COc1ccc(CSc2nnc(Cc3sc(-c4ccccc4)nc3-c3ccccc3)o2)cc1	-2	1.2	7	2	0	-5	11	3	0.0	1
Cc1ccc(N(CCC#N)C(=O)COC(=O)C2CCN(S(=O)(=O)c3ccc(C)c(C)c3)CC2)cc1	7	0.3	1	-3	-8	3	-6	0	1.0	-12
CCOC(=O)CSc1nnc(-c2ccoc2C)n1-c1ccc(OCC)cc1	-3	3.4	-6	17	9	-3	2	6	0.7	-1
COc1ccccc1NC(=O)CCc1nc(-c2cccs2)no1	-9	1.2	-6	-6	2	1	-8	1	0.4	-5
O=C(Nc1nccs1)c1ccc(Br)s1	-4	2.5	0	3	16	2	1	-10	-0.9	4
COC(=O)c1ccc(NC(=O)CCC(=O)c2ccc(F)cc2)cc1	4	-0.4	1	1	-8	2	0	2	-0.2	-12
Cc1ccc(Cl)cc1N1CCN(S(=O)(=O)c2c(C)[nH]c(C)c2C(=O)N2CCCCC2)CC1	5	-0.8	-4	-22	-10	-4	-1	2	0.0	-19
CC(C)C[C@H](NC(=O)N1CC(=O)Nc2ccccc21)C(=O)N[C@@H](Cc1ccccc1)C(=O)O	-2	2.0	1	6	9	3	-7	8	0.0	-2
COc1cc(NC(=O)[C@@H]2CCCN(S(=O)(=O)c3cccc4cccnc34)C2)cc(OC)c1OC	1	-2.1	-4	-6	-3	-3	3	-5	0.1	-9
C=CCN(C(=O)c1ccccc1)C1CCS(=O)(=O)C1 (stereo not drawn)	0	2.2	-1	-5	0	0	-5	-3	0.3	-2
CC1=CCC2([N+](=O)[O-])CN(CC(=O)O)CC1([N+](=O)[O-])C2 (stereo not drawn)	0	1.9	6	10	-7	3	-1	7	0.0	3
O=C(C[C@H]1CC[C@H]2[C@@H](COC[C@@H](O)CN2S(=O)(=O)c2ccc(F)cc2)O1)N[C@@H]1CCN(Cc2ccccc2)C1	2	.	-1	7	4	-2	-21	2	-0.1	12
C[n+]1cccc(O)c1SCc1ccccc1	0	0.9	1	17	2	1	0	6	-0.2	7
O=C(CSc1nc2ccccc2o1)Nc1cc(C(F)(F)F)ccc1N1CCOCC1	-2	-1.4	-4	3	-9	-8	5	0	0.0	-11
NC(c1csc(Nc2cnccn2)n1)C1CCCCC1 (stereo not drawn)	-3	0.3	11	-4	-6	-3	-3	-3	-0.4	3
Cc1ccnc(NS(=O)(=O)c2ccc(CC(C)C)cc2)c1	0	5.0	-1	14	-5	-1	-11	-2	0.1	10
O=C1c2ccccc2C(=O)N1CCn1c(=O)oc2ccccc21	-4	0.1	-2	-21	6	0	0	-1	0.3	8

Ordered by molar mass (smallest number first): some entries from above.
SMILES	NPR2 activator	GAA850 FXN act	rCAG binder	ASAP1 GAP inh	ARFGAP1 inhibitor	NPR1 activator	ADAM10 inh	Tn6 DDE FP	KLK7 zymogen act	HGIII-sPLA2 inh
COCc1nnc(NC(=O)c2ccco2)s1	3	0.2	-2	-5	6	-3	-14	6	-0.4	1
CCCCOC(=O)C(C)Sc1n[nH]c(=O)[nH]c1=O (stereo not drawn)	0	1.3	1	-9	-6	3	0	5	0.2	-1
Cc1cc(=O)[nH]c(SCc2ccc(Cl)cc2Cl)n1	2	0.6	1	3	8	0	1	-2	0.4	-7
O=C1c2ccccc2C(=O)N1CCn1c(=O)oc2ccccc21	-4	0.1	-2	-21	6	0	0	-1	0.3	8
CC(=O)OCc1cc(-c2nn(C)c(=O)c3ccccc23)ccc1C	-2	0.2	-5	-2	-14	-1	-3	-2	-0.1	-2
CCOc1ccccc1CN1CCCC(C(=O)c2ccc(OC)c(OC)c2)C1 (stereo not drawn)	-3	-1.0	-7	-1	12	-12	1	2	0.1	-5
S=C(NCCc1ccccc1)N1CCN(Cc2ccc(Cl)c(Cl)c2)CC1	-5	2.8	-2	6	-3	0	5	-5	0.9	17
CCOC(=O)c1cnc2c(Cl)cc(Cl)cc2c1NCCCN1CCOCC1	-5	0.2	-2	5	3	1	-4	4	-3.9	13
O=C(CSc1nc2ccccc2o1)Nc1cc(C(F)(F)F)ccc1N1CCOCC1	-2	-1.4	-4	3	-9	-8	5	0	0.0	-11
COc1ccccc1N1CCN(C(=O)CCC(=O)N2CCN(c3ccc(F)cc3)CC2)CC1	1	-1.4	-9	-8	0	2	-4	13	0.0	12

Continued:
SMILES	NPR2 activator	GAA850 FXN act	rCAG binder	ASAP1 GAP inh	ARFGAP1 inhibitor	NPR1 activator	ADAM10 inh	Tn6 DDE FP	KLK7 zymogen act	HGIII-sPLA2 inh
CN1C(=O)N(C)C2(c3ccccc3)NC(=O)NC12c1ccccc1 (stereo not drawn)	4	-0.1	-3	-8	-6	2	4	3	0.3	1
Cc1cc(=O)n2nc(N3CCCC(C(=O)NCc4ccccc4C)C3)sc2n1 (stereo not drawn)	-6	-0.9	3	2	-1	-2	-12	0	-0.1	0
CC1(C)CC(NC(=O)c2cccc(F)c2)CC(C)(C)N1	1	-0.3	1	10	-4	2	-1	3	-0.2	-4
COc1ccc(N2CCN(S(=O)(=O)c3ccc4c(c3)NC(=O)CC(=O)N4)CC2)cc1	-1	-0.2	1	-5	7	-4	2	-6	-0.1	-11
O=C(OCCNc1nc(-c2ccccc2)nc2ccccc12)c1ccncc1	-3	-0.6	12	11	-5	4	1	6	0.7	-14
Cc1ccc(OCC(=O)N2CCC(Cc3ccccc3)CC2)c([N+](=O)[O-])n1	4	3.0	-1	3	0	-2	4	-3	0.2	-2

Laid out differently: entries from further up
Sequence of screens: NPR2 activator | GAA850 FXN act | rCAG binder | ASAP1 GAP inh | ARFGAP1 inhibitor | NPR1 activator | ADAM10 inh | Tn6 DDE FP | KLK7 zymogen act | HGIII-sPLA2 inh
CC1(C)CC(NC(=O)c2cccc(F)c2)CC(C)(C)N1
 : 1 | -0.3 | 1 | 10 | -4 | 2 | -1 | 3 | -0.2 | -4
COc1ccc(N2CCN(S(=O)(=O)c3ccc4c(c3)NC(=O)CC(=O)N4)CC2)cc1
 : -1 | -0.2 | 1 | -5 | 7 | -4 | 2 | -6 | -0.1 | -11
